Assay outcomes from PubChem BioAssay.
HTR5A inv ctr: HTR5A inverse agonism, opioid heterodimer counter-screen | AID 504634 | 0.083% of 340,000 active | P47898 | inhibition, % at 9.3 µM | HTR5A cell line, luminescence; in the data active means inhibition mostly above about 23%, no sharp cut-off; inactive means mostly below about 18%;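 further: 0% = cells with DMSO and 100% = no-cell wells with DMSO; some compounds called inactive have numbers as strong as hits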
HTR5A ag ctr: activates human HTR5A in OPRM1-OPRD1 agonist counter-screen. P47898. HTR5A agonist assay, luminescence, cell-based. activation, % at 9.3 µM. 0.61% of 340,000 active. AID 504692; in the data active means activation mostly above about 9.5%, no sharp cut-off; inactive means mostly below about 7.6%;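 further: 0% = cells with vehicle only and 100% = reference agonist; strong numbers were not always called active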
AddAB inh: less growth of phage-infected E. coli with AddAB. AID 435030. 0.29% of 330,000 active. E. coli expressing H. pylori AddAB, absorbance growth. inhibition, % at 11.9 µM; in the data active means inhibition above about 12%;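 further: 0% = vehicle wells of infected cells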
DAGLB inh: diacylglycerol lipase beta (human) inhibition. Q8NCG7. HEK293T DAGLB membrane lysate, EnzChek fluorogenic substrate. inhibition, % at 5.17 µM. 0.059% of 340,000 active. AID 504411; in the data active means inhibition above about 34%;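 further: 0% = enzyme with vehicle and 100% = wells lacking enzyme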
Target sequence (Q8NCG7 whole entry, looked up): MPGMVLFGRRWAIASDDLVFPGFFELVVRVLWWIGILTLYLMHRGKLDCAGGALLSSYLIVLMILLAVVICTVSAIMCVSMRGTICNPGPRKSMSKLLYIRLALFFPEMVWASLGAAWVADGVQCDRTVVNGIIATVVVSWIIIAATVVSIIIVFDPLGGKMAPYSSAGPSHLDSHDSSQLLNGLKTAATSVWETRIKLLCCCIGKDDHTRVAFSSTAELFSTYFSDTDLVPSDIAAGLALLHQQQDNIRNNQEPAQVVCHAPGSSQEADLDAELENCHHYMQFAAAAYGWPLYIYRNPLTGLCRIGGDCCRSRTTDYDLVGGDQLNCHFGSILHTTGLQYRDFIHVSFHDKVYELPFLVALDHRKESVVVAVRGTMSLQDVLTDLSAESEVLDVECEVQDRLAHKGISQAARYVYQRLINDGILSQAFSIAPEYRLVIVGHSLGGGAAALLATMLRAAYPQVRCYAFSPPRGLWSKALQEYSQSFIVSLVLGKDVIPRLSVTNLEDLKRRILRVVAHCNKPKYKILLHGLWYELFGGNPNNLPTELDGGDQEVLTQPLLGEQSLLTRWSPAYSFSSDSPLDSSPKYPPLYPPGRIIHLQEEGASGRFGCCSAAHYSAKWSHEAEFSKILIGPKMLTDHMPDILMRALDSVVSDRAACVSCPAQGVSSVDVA
PKA-R1A activ: PKA-R1A complex activation; activation, % at 11.4 µM; PKA-R1A dissociation, Cy5-IP20 fluorescence polarization; scaled: DMSO 0%, 113 µM cGMP 100%; 0.083% of 340,000 active; AID 504707;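 active means percent activation above the mean of all tested compounds plus 3 SD, cut at about 19% in these data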;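 further: higher means more PKAc released from R1A so a rise in polarization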
Mot1-301 SUMO: inhibitors of SUMOylation pathway: yeast Mot1-301 growth rescue; S. cerevisiae Mot1-301 growth rescue, ATP luminescence, 38.5C; percent above DMSO median, 100 means doubled; growth rescue, % at 18.8 µM; 1% of 320,000 active; AID 2716;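 active means every valid replicate shows activation above 250% relative to neutral control wells; inactive means the rest, any valid replicate at or below 250%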;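 further: OY570 slx delta 5 strain wells were the positive control but not used for scaling; some compounds called inactive have numbers as strong as hits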
PKA-R2B act: activates the human PKA-R2B holoenzyme complex. activation, % at 11.4 µM. PKA-R2B holoenzyme dissociation, Cy5-IP20 fluorescence polarization; R2B truncated from residue 108, S112A mutant; 0% DMSO only, 100% 113 µM cGMP. P22694+P31323. AID 504700. 0.079% of 340,000 active;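 active means activation above a cutoff set at the mean over all compounds plus 3 SD, cut at about 18% in these data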;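 further: higher means more holoenzyme dissociation and a rise in polarization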
phage Ecoli inh: E. coli growth loss with phage present | growth absorbance | inhibition, % at 11.9 µM | 0.26% of 360,000 active; in the data active means inhibition above about 11%
E coli growth: counter-screen for AddAB inhibitors: E. coli growth inhibition. E. coli V3065 growth, OD600 absorbance, 18 h. inhibition, % at 11.9 µM. 0.27% of 330,000 active. AID 449728;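 active means inhibition above the campaign's mean inhibition across all tested compounds plus 3 SD, cut at about 9.9% in these data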;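 further: uninfected addAB+ strain grown without phage in ampicillin broth; 0% = DMSO wells and 100% = ciprofloxacin 0.95 µg/ml wells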
CDK5 p35 inh: inhibitors of human CDK5/p35 kinase; 0.01% of 330,000 active; AID 488839; Q00535+Q15078; inhibition, % at 10 µM; Recombinant CDK5/p35, ADP-Glo luminescence, 60 min;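 active means highest replicate inhibition of at least 50% and at least 75% of replicates reaching 50%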;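 further: plate controls were DMSO neutral control for no effect and GW8510 at 10 µM for full effect; many of its hits are not listed in these tables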
Tat export inh: inhibitors of E. coli Tat protein transport | E. coli MC4100 TorA-mCherry Tat export, fluorescence | inhibition, % at 10 µM | 0.036% of 340,000 active;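 active means mean replicate inhibition at least 50% and at least half of replicates individually reaching 50%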;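 further: exported cargo escapes ClpAP degradation while cytoplasmic cargo is degraded and loses fluorescence; 0% = median of neutral control wells and 100% = median of NaSCN control wells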
* = called active by the depositor; / = no result given; & = joins results of further samples; ! = not confirmed by another sample.

SMILES | HTR5A inv ctr | HTR5A ag ctr | AddAB inh | DAGLB inh | PKA-R1A activ | Mot1-301 SUMO | PKA-R2B act | phage Ecoli inh | E coli growth | CDK5 p35 inh | Tat export inh
O=C(NCc1ccccc1)c1ccc2ccccc2n1 | -18.6 | 1.8 | 1.2 | -4.0 | 0.2 | -1.5 | -6.3 | -0.1 | 2.8 | -0.8 | 6.7
CCN(CC)C(=O)CN1C(=O)c2cccc3cccc1c23 | -5.2 | 1.4 | 1.4 | -3.5 | -9.6 | -9.3 | -9.3 | -0.1 | -0.9 | 0.6 | -1.5
CCN(C(=O)c1ccccc1F)c1nc(-c2ccc(OC)cc2)cs1 | -6.5 | 1.8 | 0.4 | -12.9 | -9.1 | -16.8 | -5.4 | 1.8 | 2.3 | -1.9 | 5.9
CCOc1ccc(NC(=O)COC(=O)c2ncc(Cl)c(Cl)c2Cl)cc1 | -10.7 | 3.3 | -0.3 | -10.1 | -7.9 | -11.9 | -6.1 | 2.9 | 0.9 | / | 2.7
CCCCNC(=O)C(C1CCCCC1)N(CCN(C)C)C(=O)CCCN1C(=O)NC(c2ccc(-c3ccccc3)cc2)C(C(=O)OCc2ccccc2)=C1C (stereo unspecified) | -21.3 | 6.2 | -0.4 | 1.2 | -7.3 | / | 2.9 | / | 3.2 | / | /
O=C(O)c1cccc(Nc2ncnc3ccc(Br)cc23)c1 | 32.9 | 4.2 | 0.2 | 0.0 | -3.9 | 57.6 | 3.3 | -0.5 | -0.8 | 0.2 | 2.7
Cc1ccc(NS(=O)(=O)c2c(F)cc(F)c(Cl)c2F)cc1S(=O)(=O)N1CCOCC1 | -8.6 | 2.2 | -0.5 | 3.7 | -1.2 | 5.0 | -2.2 | 3.5 | -1.8 | -1.5 | 0.0
COc1ccc(C)cc1Nc1nc(-c2ccccc2O)nc2ccccc12 | -0.4 | 0.1 | 1.2 | -7.3 | 5.5 | -11.4 | -0.8 | 0.9 | 1.2 | 1.1 | -8.1
O=C(COC(=O)CC1CC2CCC1C2)NC(=O)NC1CCCC1 (stereo unspecified) | 0.6 | -0.2 | 1.8 | -0.1 | 1.6 | 88.0 | -7.5 | 2.7 | 5.9 | -3.5 | -2.5
CCCN(CC(=O)Nc1ccc(F)c(F)c1F)C(=O)c1ccc2c(c1)NC(=O)CS2 | 0.9 | -0.3 | 2.0 | -0.7 | 1.6 | 11.3 | -3.5 | 2.6 | 0.9 | 0.7 | -3.2
CCN1CCN(C(=S)Nc2ccc(Cl)cc2)CC1 | 5.0 | -1.8 | 4.6 | -1.5 | -2.6 | 7.7 | 1.8 | 4.4 | 0.0 | -3.1 | -2.7
O=C(O)CCNC1CCCCC1 | -15.6 | 4.0 | 0.7 | -0.9 | -7.8 | 12.6 | -2.7 | -0.4 | 3.2 | 0.4 | -1.5
CC(=O)c1ccc(S(=O)(=O)N2CCN(c3ccccc3F)CC2)cc1 | 17.4 | 1.7 | 0.2 | 1.3 | 7.0 | -9.9 | 3.5 | 0.3 | 1.3 | -0.2 | 6.1
O=C(Nc1ccc(Cl)cc1)N[C@@H]1c2c(ccc3ccccc23)OC[C@@H]1CO | -8.1 | 1.6 | 2.6 | 2.7 | -7.3 | 254.9 | -4.4 | 3.0 | 3.4 | -1.1 | -6.6
C#CCCC(=O)c1ccccc1/C=[N+](\[O-])c1ccccc1 | -3.9 | 5.2 | 2.4 | 0.6 | -11.1 | 5.3 | -3.7 | 3.6 | -0.8 | -0.3 | -6.3

Sorted by formula weight (low to high): part of the list above
SMILES | HTR5A inv ctr | HTR5A ag ctr | AddAB inh | DAGLB inh | PKA-R1A activ | Mot1-301 SUMO | PKA-R2B act | phage Ecoli inh | E coli growth | CDK5 p35 inh | Tat export inh
O=C(O)CCNC1CCCCC1 | -15.6 | 4.0 | 0.7 | -0.9 | -7.8 | 12.6 | -2.7 | -0.4 | 3.2 | 0.4 | -1.5
CCN(CC)C(=O)CN1C(=O)c2cccc3cccc1c23 | -5.2 | 1.4 | 1.4 | -3.5 | -9.6 | -9.3 | -9.3 | -0.1 | -0.9 | 0.6 | -1.5
O=C(COC(=O)CC1CC2CCC1C2)NC(=O)NC1CCCC1 (stereo unspecified) | 0.6 | -0.2 | 1.8 | -0.1 | 1.6 | 88.0 | -7.5 | 2.7 | 5.9 | -3.5 | -2.5
CCN(C(=O)c1ccccc1F)c1nc(-c2ccc(OC)cc2)cs1 | -6.5 | 1.8 | 0.4 | -12.9 | -9.1 | -16.8 | -5.4 | 1.8 | 2.3 | -1.9 | 5.9
COc1ccc(C)cc1Nc1nc(-c2ccccc2O)nc2ccccc12 | -0.4 | 0.1 | 1.2 | -7.3 | 5.5 | -11.4 | -0.8 | 0.9 | 1.2 | 1.1 | -8.1
CC(=O)c1ccc(S(=O)(=O)N2CCN(c3ccccc3F)CC2)cc1 | 17.4 | 1.7 | 0.2 | 1.3 | 7.0 | -9.9 | 3.5 | 0.3 | 1.3 | -0.2 | 6.1
O=C(Nc1ccc(Cl)cc1)N[C@@H]1c2c(ccc3ccccc23)OC[C@@H]1CO | -8.1 | 1.6 | 2.6 | 2.7 | -7.3 | 254.9 | -4.4 | 3.0 | 3.4 | -1.1 | -6.6
CCCN(CC(=O)Nc1ccc(F)c(F)c1F)C(=O)c1ccc2c(c1)NC(=O)CS2 | 0.9 | -0.3 | 2.0 | -0.7 | 1.6 | 11.3 | -3.5 | 2.6 | 0.9 | 0.7 | -3.2

Arranged by count of non-hydrogen atoms (ascending): some entries from above.
SMILES | HTR5A inv ctr | HTR5A ag ctr | AddAB inh | DAGLB inh | PKA-R1A activ | Mot1-301 SUMO | PKA-R2B act | phage Ecoli inh | E coli growth | CDK5 p35 inh | Tat export inh
O=C(O)CCNC1CCCCC1 | -15.6 | 4.0 | 0.7 | -0.9 | -7.8 | 12.6 | -2.7 | -0.4 | 3.2 | 0.4 | -1.5
O=C(O)c1cccc(Nc2ncnc3ccc(Br)cc23)c1 | 32.9 | 4.2 | 0.2 | 0.0 | -3.9 | 57.6 | 3.3 | -0.5 | -0.8 | 0.2 | 2.7
CC(=O)c1ccc(S(=O)(=O)N2CCN(c3ccccc3F)CC2)cc1 | 17.4 | 1.7 | 0.2 | 1.3 | 7.0 | -9.9 | 3.5 | 0.3 | 1.3 | -0.2 | 6.1

(next part)
SMILES | HTR5A inv ctr | HTR5A ag ctr | AddAB inh | DAGLB inh | PKA-R1A activ | Mot1-301 SUMO | PKA-R2B act | phage Ecoli inh | E coli growth | CDK5 p35 inh | Tat export inh
COc1ccc2c(c1OC)C(=O)OC2C1c2c(cc3c(c2OC)OCO3)CCN1C (stereo unspecified) | -15.0&-3.2&-1.0 | -0.3&0.2&-3.8 | -3.8&3.7&0.1 | -2.2&-0.5&0.4 | 4.6&-2.2&-3.0 | 483.9*! | -0.2&9.2&5.3 | 2.9&1.8&1.8 | -2.7&0.7&-1.4 | 1.6&0.6&2.1 | 7.6&0.0&11.3
CC(C)(C)n1cnc2cc(NCc3cccs3)ccc21 | 10.8 | -3.9 | -1.2 | 1.3 | -8.7 | 119.7 | -3.4 | 0.5 | -0.2 | -1.3 | 3.1
COc1ccc(C(=O)N2CCC(C(=O)c3ccc(F)cc3)CC2)cc1 | -9.2 | 3.5 | 2.1 | -1.1 | -8.0 | -13.8 | -10.5 | 2.1 | 0.0 | -1.6 | -5.4
CN(Cc1ccccc1)S(=O)(=O)c1ccc(Cl)c(C(=O)NCCCN2CCOCC2)c1 | 0.1 | -0.9 | 4.7 | 2.9 | -7.4 | 8.9 | 2.9 | 5.6 | 0.9 | 0.4 | -2.8
CCOc1ccc(NC(=O)C(=O)NCCN2CCN(S(=O)(=O)c3ccccc3)CC2)cc1 | 2.7 | 1.4 | 1.5 | -2.8 | 12.4 | 11.8 | -1.8 | -4.3 | -3.0 | -0.7 | -3.2
N#Cc1cccc(NC(=S)Nc2ccccc2)c1 | -18.4 | 2.9 | 3.0 | -0.3 | -5.5 | -7.0 | -10.2 | -0.7 | -1.6 | -6.6 | 2.0
CC(=O)c1ccccc1NC(=O)COC(=O)c1cc[n+]([O-])cc1 | 10.8 | -3.0 | 1.0 | 1.9 | -1.2 | 2.6 | 6.7 | 5.0 | 1.9 | 1.1 | 0.5
Cc1ccc(/C=N/NC(=O)c2cccc(S(=O)(=O)Nc3ccccc3Cl)c2)s1 | 19.9 | 7.8 | -1.0 | 7.7 | 0.7 | 2.9 | -8.7 | 0.4 | -0.9 | -1.6 | 6.3
CCc1cc(C(=O)N2CCCC(CCC(=O)N3CCN(c4ccccn4)CC3)C2)no1 (stereo unspecified) | -7.6 | 0.9 | 0.3 | 3.3 | -3.2 | 1.4 | -11.7 | 3.7 | -3.9 | -0.9 | -0.7
